D2 potentiator = HTS Assay for Positive Allosteric Modulators of the Human D2 Dopamine Receptor: Primary Screen for Potentiators | D(2) dopamine receptor (Homo sapiens), P14416 | HEK293 T-REx D2, calcium flux, EC20 dopamine potentiation | potentiation, % at 10 µM | actives 0.34% (n = 340,000) | AID 485347, 2010;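 active means potentiation over 3 SD above the plate norm, cut at about 30% in these data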; further: 0% is about no effect
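Primary screen. Calcium kinetics in induced HEK293 T-REx D2 cells: compound pre-addition 180 s, EC20 dopamine, 180 s more.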
D1 agonist = Allosteric Agonists of the Human D1 Dopamine Receptor: qHTS; HEK293 T-REx D1 cells, calcium flux, agonist mode; activation, % at 2 µM; actives 1% (n = 360,000); AID 504660, 2011; in the data active means activation above about 30%; further: 0% is about no effect
Target sequence (P21728 whole entry, looked up): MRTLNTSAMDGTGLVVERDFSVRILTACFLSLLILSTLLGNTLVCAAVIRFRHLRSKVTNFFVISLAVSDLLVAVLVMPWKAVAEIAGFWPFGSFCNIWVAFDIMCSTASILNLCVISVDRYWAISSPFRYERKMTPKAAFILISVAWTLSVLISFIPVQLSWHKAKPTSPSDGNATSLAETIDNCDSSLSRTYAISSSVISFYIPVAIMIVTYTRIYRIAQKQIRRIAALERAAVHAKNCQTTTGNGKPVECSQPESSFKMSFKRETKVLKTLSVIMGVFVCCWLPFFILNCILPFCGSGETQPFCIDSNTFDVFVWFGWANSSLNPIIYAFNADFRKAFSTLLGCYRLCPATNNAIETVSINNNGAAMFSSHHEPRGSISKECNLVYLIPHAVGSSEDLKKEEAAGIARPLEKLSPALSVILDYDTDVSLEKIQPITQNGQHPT
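Inducible HEK293 T-REx D1 cells, force-coupled to calcium signalling, were plated at 4000 cells/well with tetracycline and held overnight at 30 C. After no-wash calcium dye loading, compound-evoked calcium rise over 180 s flagged agonists.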
LDHA block = qHTS assay for inhibitors of human lactate dehydrogenase | activity change, % (values are at about 110 or 230 µM) | AID 1347041, 2019 | L-lactate dehydrogenase A chain (Homo sapiens), P00338 | actives 0.15% (n = 480,000) | purified LDHA, NADH/diaphorase-resazurin fluorescence; hits give low values; in the data active means activity change below about -30%; inconclusive means mostly about -25% to -30%;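 further: plate controls were DMSO wells for no effect and wells without enzyme for full effect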
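Human LDH5 (2 nM) was incubated with 0.06 mM NADH and 0.2 mM pyruvate for 5 min at room temperature in Tris pH 7.4. Remaining NADH was coupled through diaphorase/resazurin, and resorufin fluorescence was read at 0 and 20 min.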
D1 antagonist = Antagonist of Human D 1 Dopamine Receptor: qHTS; D(1A) dopamine receptor (Homo sapiens), P21728; HEK293 TREx D1 cells, calcium flux, dopamine EC80; hits give low values; activity change, negative = inhibition, % at 10 µM; actives 3.2% (n = 360,000); in the data active means activity change below about -30%; further: on the % scale 0 is the no-effect control and ±100 the full control effect
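Antagonism measured as reduced calcium response to an EC80 dopamine addition following 180 s compound pre-read; cells were inducible HEK293 Trex D1 plated overnight at 30 C, read kinetically at 1 cycle/sec.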
D1 potentiator = Potentiators of Human D1 Dopamine Receptor: qHTS | D(1A) dopamine receptor (Homo sapiens), P21728 | HEK293 TREx D1 cells, calcium flux, dopamine EC20 potentiation | potentiation, % at 10 µM | actives 0.036% (n = 360,000); in the data active means potentiation above about 30%; further: 0% is about no effect
Vif-A3G inh = qHTS for Inhibitors of Vif-A3G Interactions: qHTS; DNA dC->dU-editing enzyme APOBEC-3G (Homo sapiens), Q9HC16; HeLa A3G-eYFP + Vif (tagged APOBEC3G with the HIV-1 protein that degrades it), YFP fluorescence, overnight; Potency, µM (doses to about 46.1 µM), for inactives: top-dose activity, negative = active, most hits filed as inhibitors; actives 0.076% (n = 410,000); AID 602310, 2012;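 further: potency means the concentration at half of the fitted maximal effect; on the % scale 0 is the no-effect control and ±100 the full control effect; nearly all actives have a fitted effect of over 60% in size; hits raise eYFP signal because A3G escapes Vif-driven loss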
Target sequence (Q9HC16 whole entry, looked up): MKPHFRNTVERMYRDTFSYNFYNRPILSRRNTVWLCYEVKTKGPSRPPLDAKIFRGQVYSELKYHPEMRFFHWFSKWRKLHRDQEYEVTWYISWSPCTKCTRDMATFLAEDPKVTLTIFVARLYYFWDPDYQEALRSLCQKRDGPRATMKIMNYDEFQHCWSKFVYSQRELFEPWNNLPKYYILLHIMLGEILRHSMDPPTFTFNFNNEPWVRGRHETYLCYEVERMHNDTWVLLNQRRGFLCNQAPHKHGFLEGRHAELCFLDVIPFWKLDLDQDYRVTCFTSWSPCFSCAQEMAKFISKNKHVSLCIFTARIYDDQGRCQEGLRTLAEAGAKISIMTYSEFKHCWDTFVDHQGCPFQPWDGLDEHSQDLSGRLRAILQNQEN
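HeLa cells stably expressing Vif and C-terminally eYFP-tagged A3G, seeded overnight at 37 deg C, then exposed to compound by pintool overnight at 37 deg C. Rise in yellow fluorescence (Ex 488/Em 500-530, Acumen) marks blocked Vif-driven A3G degradation.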
RXFP1 agonist = qHTS Assay for Agonists of the Relaxin Receptor RXFP1. HEK293T-RXFP1 cAMP TR-FRET, 30 min; response scale: percent of porcine relaxin response, buffer zero. actives 0.3% (n = 370,000). Potency, µM (titrated, usually from 57.5 µM), for inactives: at the top dose activation, hits mostly activators. Relaxin receptor 1 (Homo sapiens), Q9HBX9; further: potency means the concentration at half of the fitted maximal effect; on the % scale 0 is the no-effect control and ±100 the full control effect; nearly all actives have a fitted effect of over 60% in size; many of its hits are not listed in these tables
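cAMP rise read by TR-FRET after 30 min, 37C compound exposure (up to 58 uM) in RXFP1-transfected HEK293 cells with Ro 20174 present. EC50 from Hill-equation fits, with 29 nM porcine relaxin as 100% and buffer as basal.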
Vif-APOBEC3F blk = qHTS for Inhibitors of Vif-A3F Interactions: qHTS. HeLa A3F-eYFP + Vif (tagged APOBEC3F with the HIV-1 protein that degrades it), YFP fluorescence increase. Potency, µM (highest dose often 46.1 µM), without a hit: at the highest dose activity, negative = active. actives 0.2% (n = 390,000). AID 602313, 2012; further: potency means the concentration at half of the fitted maximal effect; % of control where 0% means no effect; nearly all actives have a fitted effect of over 65% in size
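HeLa cells stably expressing A3F-eYFP plus Vif, plated and incubated overnight at 37 deg C, then exposed to compounds overnight at 37 deg C. Blocked degradation read as raised yellow fluorescence (Ex 488/Em 500-530).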
GRP78 ERSR act = qHTS for Inducers of the Endoplasmic Reticulum Stress Response (ERSR) in Human Glioma: qHTS; U87-MG GRP78 promoter luciferase reporter, 16 h; Potency, µM, for inactives: top-dose activation, most hits filed as activators; actives 0.02% (n = 420,000); AID 602332, 2012; further: potency means the concentration at half of the fitted maximal effect; series mostly up to about 76 µM; % of control where 0% means no effect; nearly all actives have a fitted effect of over 35% in size
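Stably transfected U87-MG glioma cells carrying a GRP78-based luciferase sensor; 16 h compound incubation. Luminescence end-point read 10 min after Bright-Glo addition at room temperature.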
* marks the source's active call; other numbers are inactive results; ? = inconclusive; nt = no result given; & = joins results of further samples. Unless noted, the call rests on the fitted dose curve; in most records, active means well fitted curve in the direction sought with a large enough effect; inconclusive means small, poorly fitted or top-dose-only effect, or another doubt; inactive means no such curve, though single readings can be large; an effect the other way counts as inactive or inconclusive.

SMILES	D2 potentiator	D1 agonist	LDHA block	D1 antagonist	D1 potentiator	Vif-A3G inh	RXFP1 agonist	Vif-APOBEC3F blk	GRP78 ERSR act
O=C(CCC1CCCCC1)Nc1c2c(nn1-c1ccc(F)cc1)CS(=O)(=O)C2	2.3	1.7	-1.7	4.1	2.3	2.0%	-1.1%	-6.5%	-3.2%
Cc1cc(NC(=O)C2CC(c3ccccc3Cl)=NO2)no1 (configuration not stated)	-6.1	1.6	-1.2	2.7	-3.0	-0.3%	-1.9%	3.5%	1.7%
Cc1n[nH]c(C)c1Sc1ccccc1N=Cc1cc(Cl)cc([N+](=O)[O-])c1O	18.2	6.7	-3.4	-12.0	3.0	-3.0%	2.8%	2.7%	0.1%
O=C(CN1C(=O)c2ccccc2S1(=O)=O)c1ccc2c(c1)OCCO2	-0.3	11.1	-9.7	-2.8	-4.0	-1.4%	3.0%	-10.2%	-13.1%
CC(=O)N(C)C1(c2nnnn2CCOC(=O)Nc2cccc3ccccc23)CCCC1	6.5	-2.9	3.8	14.7	-2.1	-5.1%	1.8%	-0.1%	-3.1%
O=C(CCC1CCCCC1)Nc1nnc(C(F)(F)F)s1	4.1	6.6	-2.6	-8.6	-2.4	5.5%	0.0%	2.1%	3.2%
Cc1ccccc1OCCSc1nc2ccc(NC(=O)c3cccc(F)c3)cc2s1	0.7	-0.4	-0.2	-7.4	3.0	3.8%	0.6%	0.0%	-0.8%
Cc1ccc(NC(=O)CNc2cccc(S(=O)(=O)N3CCCC3)c2)cc1F	-2.3	13.0	2.1	-13.1	-2.6	-1.3%	-0.5%	2.8%	-4.9%
Cc1cccc(Nc2c([N+](=O)[O-])cc(C(=O)N3CC(=O)Nc4ccccc43)cc2[N+](=O)[O-])c1	2.7	3.5	-5.6	-11.3	-4.4	1.6%	-1.1%	-2.7%	-8.3%
O=C1CC(c2cc(F)cc(F)c2)c2cc3c(cc2N1)OCO3 (configuration not stated)	18.6	10.9	-7.7	-3.8	-2.6	-2.9%	1.0%	3.7%	4.9%
O=C1CC(Nc2ccc(N3CCOCC3)cc2)C(=O)N1C1CCCCC1 (configuration not stated)	20.5	-1.0	4.2	3.9	-4.3	-6.0%	-1.4%	7.3%	-3.0%
CCOc1ccc(NC(=O)CN(C)S(=O)(=O)c2ccc3[nH]c4c(c3c2)CCCC4)cc1	-12.5	-1.9	-2.1	-6.8	-1.2	3.1%	0.6%	0.4%	-5.0%
CCCN(CCC)CCCNC(=O)C1CCC(CNS(=O)(=O)c2ccc(NC(C)=O)cc2)CC1 (configuration not stated)	8.4	-0.2	-4.6	6.5	-2.0	1.4%	0.2%	3.0%	-2.8%
CCC1(c2ccccc2)NC(=O)N(CC(=O)Nc2cc(C(F)(F)F)ccc2N2CCCC2)C1=O (configuration not stated)	6.9	3.9	-1.6	25.1	2.2	-2.4%	0.3%	6.8%	-3.5%
CCCOc1ccc(NC(=O)CC2C(=O)N(CC)C(=S)N2CCNC(C)=O)cc1 (configuration not stated)	9.7	0.9	-8.0	-0.5	1.7	1.5%	0.3%	-5.7%	-3.4%
Cn1cnc(S(=O)(=O)N2CCC(C(=O)NCc3ccc(Cl)cc3)CC2)c1	9.2	-0.4	-7.8&-8.3	-13.9	1.5	7.4%	-0.6%	0.5%	-1.9%
O=C(Cn1nnc(-c2ccccc2-n2cnnn2)n1)NCc1ccccc1	7.7	3.7	8.5	-7.9	-3.5	0.3%	0.3%	-6.9%	-3.7%
CCOC(=O)c1cc(-c2cccc(C(F)(F)F)c2)nc2nc(SC)[nH]c(=O)c12	1.0	2.5	-4.1	-7.6	-5.8	-5.4%	4.7%	12.8%	-2.1%
COC(=O)c1cnc(SC)nc1C	10.6	0.2	7.0	-3.6	-3.4	1.2%	2.3%	3.6%	-2.2%
N#Cc1ccc(COC(=O)c2cnc3ccccc3n2)cc1	-0.2	7.3	-0.2	1.7	nt	-0.4%	5.5%	8.1%	-2.9%
Cc1ccc(S(=O)(=O)c2nc(-c3cccs3)oc2N2CCCCC2)cc1	1.7	-0.6	-11.5	4.9	2.9	-2.4%	0.8%	0.2%	-2.6%
CC(C)c1nnc(NC(=O)c2ccc(N3C(=O)CCC3=O)cc2)s1	0.1	2.3	2.1	1.0	-1.6	1.2%	0.9%	3.8%	2.3%
CCc1ccc(NC(=O)C(=O)NCCN2CCN(C(=O)c3ccc(OC)cc3)CC2)cc1	nt	nt	-7.2	nt	nt	0.0%	nt	-10.1%	-7.6%
Cc1ccc2[nH]c3c(c2c1)CCc1cn[nH]c1-3	2.4	-3.0	15.4	-15.4	-3.9	-16.7%	-0.4%	6.4%	10.6%
CCc1nc(SCCO)c2oc3ccccc3c2n1	6.5	2.0	-5.2	-1.8	-0.1	-6.5%	1.6%	-0.1%	0.3%
COc1ccc2nc(NC(=O)c3ccc4ncsc4c3)sc2c1	4.0	-0.2	-8.7	6.9	11.1	-1.0%	-0.1%	-2.7%	-1.3%
Nc1nnnn1/N=C/c1ccco1	-4.4	2.3	1.2	-12.7	-8.8	0.8%	1.6%	-4.9%	-2.4%
COc1ccc(-c2nnc(SCC(=O)N(C)C3CCS(=O)(=O)C3)n2N)cc1OC (configuration not stated)	-3.5	1.3	1.1	6.8	2.3	0.5%	2.1%	5.4%	2.8%
Cc1cccc(NC(=S)NCCCN2CCOCC2)c1	-8.7	2.7	-1.8	20.8	-4.8	-1.8%	0.1%	7.0%	-4.3%
CCCCSc1nnc(CSc2ncccn2)n1C	-2.8	-0.9	-8.9	9.3	-6.8	0.2%	3.8%	-5.9%	-2.8%

Random excerpt: 3 records from the list.
SMILES	D2 potentiator	D1 agonist	LDHA block	D1 antagonist	D1 potentiator	Vif-A3G inh	RXFP1 agonist	Vif-APOBEC3F blk	GRP78 ERSR act
CCc1nc(SCCO)c2oc3ccccc3c2n1	6.5	2.0	-5.2	-1.8	-0.1	-6.5%	1.6%	-0.1%	0.3%
Cn1cnc(S(=O)(=O)N2CCC(C(=O)NCc3ccc(Cl)cc3)CC2)c1	9.2	-0.4	-7.8&-8.3	-13.9	1.5	7.4%	-0.6%	0.5%	-1.9%
N#Cc1ccc(COC(=O)c2cnc3ccccc3n2)cc1	-0.2	7.3	-0.2	1.7	nt	-0.4%	5.5%	8.1%	-2.9%

Additional structures follow.
SMILES	D2 potentiator	D1 agonist	LDHA block	D1 antagonist	D1 potentiator	Vif-A3G inh	RXFP1 agonist	Vif-APOBEC3F blk	GRP78 ERSR act
COc1ccc(CCn2c(C)cc(C(=O)CSc3nnnn3C)c2C)cc1	-6.4	3.0	-6.5	-4.7	-7.7	-7.2%	0.8%	-0.1%	-4.3%
Cc1ccc(C(=O)c2c[nH]c3c(F)cc(F)cc3c2=O)cc1	10.0	-1.1	-10.3	-5.4	-3.9	0.2%	3.0%	0.3%	-2.3%
O=C(Nc1ccc(F)cc1)C1CCN(S(=O)(=O)c2ccc3[nH]c(=O)oc3c2)CC1	-5.5	1.8	-4.2	-25.2	-7.6	0.1%	1.7%	2.9%	-1.1%
NCC1OC(n2cnc3c(N)ncnc32)CC1O (configuration not stated)	nt	nt	-14.1	nt	nt	0.1%	nt	0.5%	-0.8%
Cc1cc(C(=O)Nc2ccc(Nc3ccccc3)cc2)ccc1[N+](=O)[O-]	6.1	-0.2	1.5	5.1	-17.6	2.2%	1.9%	3.1%	0.5%
CCN(CC)C(=O)c1nc[nH]c1C(=O)N1CCN(C(=O)OC(C)(C)C)CC1	1.2	-0.5	-15.2	-7.2	-1.8	0.7%	-0.2%	-0.2%	-1.8%
O=C(CN1C(=O)/C(=C\c2ccc(C(F)(F)F)cc2)Sc2ccccc21)NCc1ccco1	0.0	5.4	-0.9	-14.5	-6.4	-2.2%	3.8%	-6.5%	-1.1%
CC1=Nc2cc(C(=O)NCCCN3CCOCC3)ccc2Sc2c(C)ccc(C)c21	0.1	0.1	-2.0	-8.6	-5.5	-17.5%	0.4%	-14.4%	-5.5%
CCOC(=O)c1c(C)[nH]c(C(=O)CN2C(=O)C(=O)N(CC(C)C)C2=O)c1C	-7.5	3.6	-10.8	10.3	-5.3	2.5%	3.3%	9.7%	?
COc1ccc(CC(=O)NCc2cccs2)cc1OC	1.0	0.9	-10.4	6.0	0.8	2.5%	0.7%	4.1%	-2.7%
CCc1nn(C(C)C(=O)N2CCc3ccccc3C2)c(=O)c2cc3occc3n12 (configuration not stated)	-0.1	0.3	-1.2	15.0	1.8	-3.1%	4.7%	-4.9%	-0.7%
CCC(=O)NC(c1cccc([N+](=O)[O-])c1)c1c(OC(C)=O)ccc2ccccc12 (configuration not stated)	-4.4	1.1	2.5	-6.5	-0.2	-1.2%	0.0%	-1.3%	-5.7%
CCOC(=O)C(Cc1c[nH]c2ccccc12)NC(=O)CNC(C)=O (configuration not stated)	-5.7	1.1	-2.7	2.8	2.4	2.4%	1.5%	2.5%	-1.2%
Cc1ccc(Nc2nnc(SCn3nnc4ccccc4c3=O)s2)cc1	16.7	4.9	-0.7	2.2	1.1	-24.4%	-0.1%	0.1%	-0.9%
COc1cccc(-c2noc(-c3cc(C(C)C)[nH]n3)n2)c1OC	-4.6	0.0	6.5	19.2	-0.3	-6.9%	2.0%	7.6%	-1.5%
Cc1ccc2cc(CNC(C)(C)C)c(=O)[nH]c2c1	-3.0	0.9	-1.8	7.2	-7.7	1.8%	2.8%	-1.1%	-0.8%
CCOC(=O)c1cc(C#N)c(SCC(N)=O)[nH]c1=O	7.1	2.2	3.9	5.9	0.3	-24.3%	3.5%	?	-2.0%

Screens from PubChem.

An excerpt; rates above refer to the full screens.
